RmlCD inh 1536 – blocks M. tuberculosis RmlC and RmlD coupled enzymes | actives 0.03% (n = 160,000) | inhibition, % at 3.6 µM | RmlC+RmlD coupled enzyme assay, percent inhibition; primary screen in compound mixtures | P9WH09+P9WH11; in the data active = inhibition mostly above about 34%, no sharp cut-off; also: some results filed as inactive read as strong as hits
Target sequence (P9WH09 whole entry, looked up): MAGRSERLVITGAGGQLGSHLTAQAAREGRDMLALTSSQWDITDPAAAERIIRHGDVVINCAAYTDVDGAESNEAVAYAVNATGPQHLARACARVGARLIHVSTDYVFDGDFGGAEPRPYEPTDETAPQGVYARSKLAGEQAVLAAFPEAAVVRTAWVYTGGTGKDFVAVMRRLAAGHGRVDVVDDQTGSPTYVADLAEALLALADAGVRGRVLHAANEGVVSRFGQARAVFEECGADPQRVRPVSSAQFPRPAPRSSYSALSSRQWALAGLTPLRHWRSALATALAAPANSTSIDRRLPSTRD
Target sequence (P9WH11 whole entry, looked up): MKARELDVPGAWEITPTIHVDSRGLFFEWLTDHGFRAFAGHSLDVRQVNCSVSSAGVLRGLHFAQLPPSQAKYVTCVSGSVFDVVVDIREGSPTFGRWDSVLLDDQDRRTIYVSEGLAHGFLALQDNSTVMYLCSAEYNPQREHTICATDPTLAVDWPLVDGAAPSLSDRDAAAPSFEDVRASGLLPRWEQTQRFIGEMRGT
GlmU inhibition – inhibition of mycobacterial GlmU enzyme – biochemical, glucosamine-1-phosphate acetyltransferase (AID 1376). M. tuberculosis GlmU acetyltransferase enzyme assay; higher % means a stronger effect. inhibition, %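 (tested at 30 µM in the primary screen)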; hits with a dose series show IC50 in µM. actives 0.25% (n = 220,000); in the data active = inhibition above about 13%;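 also: 0% = complete reaction with vehicle and 100% = reaction without substrate; strong numbers were not always called active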
* = called active by the depositor; . = not tested or not shown. Only part of the results is shown (hit frequency here may not be typical).

SMILES	RmlCD inh 1536	GlmU inhibition
CCOC(=O)C1=C(O)/C(=C/c2ccc(-c3ccccc3C(=O)O)o2)SC1=Nc1ccc(OC)cc1	4	8.9%
Cc1c(N/C(=N/S(=O)(=O)c2ccc(Cl)cc2)c2ccccc2)c(=O)n(-c2ccccc2)n1C	8	6.0%
COc1cc(C=O)ccc1Oc1cnccn1	-14	3.5%
Cc1ccc(C)c(NS(=O)(=O)c2cc(C(=O)N3CCc4ccccc4C3)ccc2Cl)c1	21	3.2%
Cc1ccc(Nc2nnc(SCn3nnc4ccccc4c3=O)s2)cc1	-6	-8.6%
CCOC(=O)Cn1c(=O)c2c(nc(N3CCCCC3)n2Cc2ccccc2)n(C)c1=O	.	-2.9%
Cn1cnnc1SCC(=O)c1ccc(O)c(O)c1	4	4.1%
CCOC(=O)c1c(NC(=O)COC(=O)c2ccc(O)cc2)sc(C(=O)N(C)C)c1C	2	1.1%
Nc1cc(S(=O)(=O)N2CCCCC2)ccc1N1CCOCC1	-9	-1.6%
CC(=O)c1ccc(OCC(=O)c2ccc(-c3ccccc3)cc2)cc1	-11	3.9%
CCOc1ccc(NCc2ccccc2OCc2cccc(F)c2)cc1	.	-3.9%
CCOC(=O)c1c(C)nc2sc(C(N)=O)c(N)c2c1-c1ccccc1	0	5.0%
COc1ccc([N+](=O)[O-])cc1NC(=S)NC(=O)C(C)(C)C	3	0.6%
COc1nc(-c2ccccc2)cc(-c2ccc3c(c2)OCO3)c1C#N	-6	-13%
O=C(O)c1ccccc1SC1CC(=O)N(c2ccccc2)C1=O (configuration not stated)	4	4.4%
O=C(NC1CC1)C1=C[C@H](c2ccc(C(F)(F)F)cc2)C[C@H](OCCCCO)O1	.	-4.5%
COc1ccc(N2CCN(c3cc(C)c4ccc(C)cc4n3)CC2)cc1	-11	2.6%
CCCn1nc2ccccc2c1P(=N)(N1CCOCC1)N1CCOCC1	-1	1.4%
COc1ccc(CNC(=S)Nc2cc(C)cc(C)c2)cc1	16	2.5%
Cc1cc(C)nc(-n2ncc3c2CC(c2cccc(Cl)c2)CC3=O)n1 (configuration not stated)	5	2.1%

Full records as entered above. Order of screens: RmlCD inh 1536	GlmU inhibition
`O=C(NC1CC1)C1=C[C@H](c2ccc(C(F)(F)F)cc2)C[C@H](OCCCCO)O1` reads .	-4.5%
`CCCn1nc2ccccc2c1P(=N)(N1CCOCC1)N1CCOCC1` reads -1	1.4%
`COc1ccc(CNC(=S)Nc2cc(C)cc(C)c2)cc1` reads 16	2.5%
`Cc1cc(C)nc(-n2ncc3c2CC(c2cccc(Cl)c2)CC3=O)n1` (configuration not stated) reads 5	2.1%
`CCOC(=O)c1c(C)nc2sc(C(N)=O)c(N)c2c1-c1ccccc1` reads 0	5.0%

Following part
SMILES	RmlCD inh 1536	GlmU inhibition
O=C(Nc1cccc(F)c1)Nc1ccc2c(c1)C(=O)OC2	.	0.3%
O=C(N/N=C/c1cc([N+](=O)[O-])c(N2CCOCC2)cc1N1CCOCC1)c1cccnc1	5	-3.0%
O=C1CCC(c2ccccc2)(c2ccccc2)CC1	.	9.0%
COc1ccccc1NC(=O)CSc1nnc(Cc2cccn2C)n1-c1ccc(F)cc1	.	-1.9%
CCOc1ccc(NC(=O)C(=O)NCc2ccncc2)cc1	3	-6.1%
COc1cc(NC(=O)CC2NCCNC2=O)cc(OC)c1 (configuration not stated)	1	0.3%
C=CCOc1ccc(CNc2ccc3[nH]c(=O)[nH]c3c2)cc1OCC	-13	-3.7%
CC(=O)c1ccc(NC(=S)NCCc2ccccn2)cc1	7	-0.3%
CC(Nc1cccc2ccccc12)C(=O)N/N=C/c1ccc([N+](=O)[O-])cc1 (configuration not stated)	.	-0.9%
Cn1c(CNC(=O)c2ccco2)nnc1SCC(=O)Nc1cccc(Br)c1	.	0.5%
COc1ccc(/C=C(\NC(=O)c2ccccc2)C(=O)OCC2CCCN3CCCCC23)cc1OC (configuration not stated)	1	0.6%
COc1ccc(N(Cc2cc3cc(OC)ccc3[nH]c2=O)C(=O)C2CCCO2)cc1 (configuration not stated)	51	-0.8%
Cc1ccc(-c2nn(CC(=O)Nc3ccc4c(c3)nc3n4CCOC3)c(=O)c3ccccc23)cc1	-4	-4.0%
COc1ccc(N(C(=O)c2ccccc2)S(=O)(=O)c2cccs2)cc1	-4	2.6%
c1ccc2c(c1)[nH]c1nc3nncn3nc12	.	-4.1%
Cc1cc(C(=O)CSc2nnc(Nc3ccccc3)s2)c(C)n1CC1CCCO1 (configuration not stated)	-12	-0.8%
COc1cc([N+](=O)[O-])cc(/C=N/NC(=O)C(C)Nc2cccc3ccccc23)c1O (configuration not stated)	-2	2.3%
Cc1ccc2nc(NC(=O)C3CCCN(S(=O)(=O)c4cccnc4)C3)sc2c1 (configuration not stated)	6	-1.7%
N#C/C(=C(\O)C(F)(F)F)c1nnc2n1CCCCC2	31	7.2%
O=C(/C=C/c1ccccc1)OCCCN=C1NS(=O)(=O)c2ccccc21	-11	0.1%

Fetched one by one from above:
SMILES	RmlCD inh 1536	GlmU inhibition
Cc1ccc(-c2nn(CC(=O)Nc3ccc4c(c3)nc3n4CCOC3)c(=O)c3ccccc23)cc1	-4	-4.0%
COc1cc([N+](=O)[O-])cc(/C=N/NC(=O)C(C)Nc2cccc3ccccc23)c1O (configuration not stated)	-2	2.3%
COc1ccc(/C=C(\NC(=O)c2ccccc2)C(=O)OCC2CCCN3CCCCC23)cc1OC (configuration not stated)	1	0.6%

Carrying on.
SMILES	RmlCD inh 1536	GlmU inhibition
CN(Cc1ccccc1)C(=O)CSc1cc(=O)n(C)c2ccccc12	4	-0.1%
Cc1cccc(-n2ncc3c(N4CCOCC4)ncnc32)c1	.	11%
CC(C)OC(=O)CSc1nc(-c2ccc(F)cc2)cc(C(F)(F)F)n1	.	7.4%
COC(=O)c1sc(NC(=O)/C=C/c2ccc(C)o2)nc1C	-6	4.2%
c1ccc(Oc2ccc(-c3ccnc4nc(N5CCOCC5)nn34)cc2)cc1	11	1.8%
O=C(NNC(=S)NCc1ccccc1)c1ccccc1OC(F)F	-10	13%
Cn1cc(C(F)(F)F)nc1-c1ccc(OCC(O)CNCCOc2ccc(O)c(C(N)=O)c2)cc1 (configuration not stated)	.	-1.3%
O=C1C2C3C=CC(CC3)C2C(=O)N1/N=C/c1ccc(O)c(O)c1 (configuration not stated)	-12	7.5%
COC(=O)CNC(=O)C(CCSC)NC(C)=O (configuration not stated)	.	6.6%
CCOC(=O)c1cn2nc(OP(=S)(OCC)OCC)cc2nc1C	.	8.8%
COc1ccc(C(NC(=O)/C=C/c2ccco2)c2ccc(OC)c(OC)c2)cc1OC	.	-1.7%
COc1ccc(CCNC(=O)C2CCC(CNc3c(N4CCCC4)c(=O)c3=O)CC2)cc1OC (configuration not stated)	-5	-2.3%
CC(=O)c1cccc(NC(=O)Nc2c(C)nn(C)c2C)c1	-10	4.0%
c1coc(Cn2nnnc2CN2CCN(C3CCCC3)CC2)c1	-9	.
COc1cccc(NC(=O)Cc2c(C(=O)O)[nH]c3ccccc23)c1	-2	4.7%
CCN(CC)S(=O)(=O)c1ccc(Cl)c(NC(=O)COC(=O)/C=C/c2ccc(O)c(OC)c2)c1	.	-1.2%
C/C(CC1CC(COCC(C)C)OC1=O)=N\Nc1nc(-c2ccccc2)cs1 (configuration not stated)	5	0.8%
COC(=O)C1C(C(=O)OC)C1(c1ccccc1)c1ccccc1 (configuration not stated)	-10	-1.3%
CCOC(=O)c1c(C)[nH]c(C(=O)OCC(=O)N(C)C2CCS(=O)(=O)C2)c1C (configuration not stated)	14	3.5%
CCOc1cccc(OCCCCn2ccnc2)c1	.	0.6%

Another view of part of the listing above.
Sequence of screens: RmlCD inh 1536, GlmU inhibition
CCOC(=O)C1=C(O)/C(=C/c2ccc(-c3ccccc3C(=O)O)o2)SC1=Nc1ccc(OC)cc1
→ 4, 8.9%
COc1ccccc1NC(=O)CSc1nnc(Cc2cccn2C)n1-c1ccc(F)cc1
→ ., -1.9%
COC(=O)c1sc(NC(=O)/C=C/c2ccc(C)o2)nc1C
→ -6, 4.2%
C=CCOc1ccc(CNc2ccc3[nH]c(=O)[nH]c3c2)cc1OCC
→ -13, -3.7%
COc1ccc(/C=C(\NC(=O)c2ccccc2)C(=O)OCC2CCCN3CCCCC23)cc1OC (configuration not stated)
→ 1, 0.6%

Remaining list, next part
SMILES	RmlCD inh 1536	GlmU inhibition
O=S(=O)(c1ccccc1)N1CCN=C1SCc1ccc(Cl)c(Cl)c1	2	1.2%
COc1ccc(NC(=O)c2cc(F)c(F)cc2Cl)cc1Cl	5	3.6%
COc1ccc(N(C(=O)CNC(=O)c2cccs2)C(C(=O)NCC2CCCO2)c2ccc(OC)c(OC)c2)cc1 (configuration not stated)	.	-5.0%
O=C(O)CCNS(=O)(=O)c1ccc2ccccc2c1	-4	5.5%
COc1cc(NC(=O)CN2CCN(c3ccccc3)CC2)c(C)cc1[N+](=O)[O-]	.	-3.7%
CC(=O)N1CC=CC1(C)C(=O)O (configuration not stated)	.	3.0%
COc1cccc(C2(O)CCN(C(=O)C3CCC3)CC2)c1	.	-2.1%
Cc1cc(C)n(CCC(=O)Nc2cccc(F)c2)n1	1	0.2%
C[C@@H]1C[C@H]2[C@@H]3C[C@H](F)C4=CC(=O)C=C[C@]4(C)[C@@]3(F)[C@@H](O)C[C@]2(C)[C@@]1(O)C(=O)CO	.	3.7%
COc1ccc(C2C(C#N)=C(N)Oc3cc(O)ccc32)cc1OC (configuration not stated)	.	2.8%
CC1=NN(c2ccc(C(F)(F)F)cn2)C(=O)C1	-8	0.3%
C=CCNC(=O)c1cc2cccc(OC)c2oc1=O	-5	5.6%
O=C(NCc1ccco1)c1cc(-c2ccccc2)nn1CC1CC(c2cccnc2)=NO1 (configuration not stated)	.	-3.0%
COc1ccc(NC(=O)COc2nsnc2N2CCCCC2)cc1	7	5.7%
COc1cc(C(=O)OCC(=O)NC2CCS(=O)(=O)C2)ccc1OCc1c(C)noc1C (configuration not stated)	5	1.1%
CCOC(=O)c1nc2sc(C)c(C)c2c(=O)[nH]1	8	2.0%
CCCc1cc(C(=O)Nc2ccccc2SC)no1	-1	5.1%
O=C(Nc1ccc(O)c(-c2nc3ccccc3o2)c1)C1(c2ccccc2)CCCC1	11	1.4%
CCOc1ccc(C2=[N+]([O-])C(C)(C)N(O)C2(C)C)cc1	35	2.1%
CC(C)CC1(C)NC(=O)N(Cc2cc([N+](=O)[O-])cc3c2OCOC3)C1=O (configuration not stated)	-5	-1.6%

As entered above:
Result for `COc1ccc(N(C(=O)c2ccccc2)S(=O)(=O)c2cccs2)cc1` under RmlCD inh 1536: -4
Result for `O=C(N/N=C/c1cc([N+](=O)[O-])c(N2CCOCC2)cc1N1CCOCC1)c1cccnc1` under RmlCD inh 1536: 5

Continued.
SMILES	RmlCD inh 1536	GlmU inhibition
CC(Sc1ncc(C#N)c(N)n1)C(=O)Nc1ccccc1 (configuration not stated)	7	-3.4%
C=CCOc1ccc(NC(=O)C(=O)NCCCn2ccnc2)cc1	-2	0.9%
CCCCn1nnnc1NCc1cccc(OC)c1OC	.	-1.3%
O=C(c1cc(COc2ccc(F)cc2Cl)on1)N(Cc1ccncc1)CC1CCCO1 (configuration not stated)	.	0.1%
N=C1C(c2nc3ccccc3s2)=C(O)CN1NC(=O)c1ccc([N+](=O)[O-])cc1	5	1.4%
C[C@H](N)c1nnc(SCC(N)=O)o1	-14	-1.5%
Cc1ccc(S(=O)(=O)N2CCOCC2)cc1C(=O)Nc1ccc(C(N)=O)cc1	15	.
Cc1nnc2ccc(-c3ccc(NS(C)(=O)=O)cc3)nn12	-13	6.1%
Cn1c(=O)c([N+](=O)[O-])c(NCCc2ccccc2)c2ccccc21	-8	5.2%
CN(CC(=O)Nc1ccc(N2CCOCC2)cc1)CC(=O)Nc1ccc(C(F)(F)F)cc1	-10	7.7%
CC(=O)c1ccc(S(=O)(=O)Nc2ccc(-c3cn4c(n3)SCC4)cc2)cc1	-8	2.4%
O=C(Nc1ccc(N2CCOCC2)cc1)Nc1ccc2nsnc2c1	1	-2.2%
CCn1ncc(C2=NOC(C(=O)NCc3ccc(OC)cc3)C2)c1C (configuration not stated)	9	-2.5%
COc1ccc(NS(=O)(=O)c2ccc3c(c2)CCO3)cc1	-6	-1.9%
CCNc1ccc(C(=O)Nc2ccc3nc(C)sc3c2)cc1[N+](=O)[O-]	-6	-2.7%
O=C(NCCN1CCOCC1)c1csc2c1CCCC2	1	-3.9%
CC(C)NS(=O)(=O)c1ccc(OCC(=O)NCCC2=CCCCC2)cc1	12	0.5%
CCc1nn(C(C)C(=O)N2CCc3ccccc3C2)c(=O)c2cc3occc3n12 (configuration not stated)	-35	-2.2%
CC(=O)O[C@]1(C(C)=O)CC[C@H]2[C@@H]3C[C@H](C)C4=CC(=O)CC[C@]4(C)[C@H]3CC[C@@]21C	.	-6.6%
CCOC(=O)Cc1nnc(NC(=O)CSc2ccc(C)cc2)s1	6	1.4%
CC(C)c1ccc(-n2c(O)c(C=NC(CCS(C)=O)C(=O)O)c(=O)[nH]c2=S)cc1 (configuration not stated)	.	2.9%
CC(=O)Nc1ccc(-c2csc(Nc3ccccn3)n2)cc1	-4	1.0%
Cc1cccc(Cn2c(=O)n(CCCC(=O)NCc3ccco3)c(=O)c3ccccc32)c1	.	5.2%
CN(CC(=O)Nc1ccc(Cl)c(Cl)c1)C(=O)/C=C/c1ccc(F)cc1	10	-6.3%
CCOC(=O)c1cc(NC(=O)c2ccc(OC)cc2)c(=O)oc1-c1ccccc1	.	-6.5%
NNC(=O)c1oc2nc(-c3ccco3)cc(-c3ccco3)c2c1N	105	-4.3%

Bioassay records: PubChem BioAssay, several laboratories
